Compound activity as filed in PubChem BioAssay.
PvdQ inh: P. aeruginosa PvdQ acylase inhibition; purified PvdQ acylase, fluorescence plate reader; inhibition, % at 10 µM; 0.063% of 340,000 active; in the data active = inhibition above about 30%, passing the limit was not always enough; inconclusive = no clear call, values can overlap the other calls;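 note: 0% = vehicle neutral wells and 100% = reference inhibitor wells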
RTF Ca sens act: increases calcium sensitivity of human cardiac regulated thin filaments; P19429+P45379; IANBD-labeled TnC RTF fluorescence at EC20 calcium; 0% EC20 calcium, 100% full calcium; activation, % at 7.2 µM; 0.24% of 340,000 active; AID 493008;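 active = activation above the mean over all tested compounds plus 3 SD, cut at about 30% in these data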;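 note: rise in fluorescence read as greater calcium sensitivity of cardiac thin filaments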
PfHsp90 yeast 2: inhibits growth of yeast expressing Plasmodium falciparum Hsp90; AID 504621; inhibition, % at 9.4 µM; 0.32% of 310,000 active; S. cerevisiae expressing PfHsp90, BacTiter-Glo ATP, 48 h; yeast lacking PDR1 and PDR3 efflux regulators;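 active = every replicate shows inhibition above about 80%, whatever the replicate mean, limit read from the data; inconclusive = mean inhibition reaches the set limit but some replicate falls short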;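 note: 0% = DMSO neutral controls and 100% = 20 µM radicicol positive controls; yeast relying on Plasmodium falciparum Hsp90 in place of its own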
NSD2 inh: NSD2 (human) methyltransferase inhibition. 0.54% of 310,000 active. inhibition, % at 12.5 µM. NSD2 peptide methylation, AlphaScreen, 120 min. AID 743445; in the data active = inhibition above about 50%
RTF Ca sens inh: cardiac RTF calcium desensitization; P19429+P45379; IANBD-labeled cardiac RTF, Ca2+ fluorescence; inhibition, % at 7.15 µM; 0.12% of 340,000 active;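 active = inhibition above the mean inhibition of all tested compounds plus 3 SD, cut at about 17% in these data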;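 note: assay run at fixed EC70 calcium of 1.6 mM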
Rtt109 Vps75: inhibitors of Candida albicans Rtt109/Vps75 histone acetyltransferase. purified Rtt109/Vps75, ThioGlo CoA-SH fluorescence, 4 h. inhibition, % at 34.9 µM. 0.16% of 330,000 active. AID 540336;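 active = inhibition of at least 50% in every replicate; inconclusive = best replicate reaches 50% inhibition but some replicates fall short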
Target sequence (Q5AAJ8 whole entry, looked up): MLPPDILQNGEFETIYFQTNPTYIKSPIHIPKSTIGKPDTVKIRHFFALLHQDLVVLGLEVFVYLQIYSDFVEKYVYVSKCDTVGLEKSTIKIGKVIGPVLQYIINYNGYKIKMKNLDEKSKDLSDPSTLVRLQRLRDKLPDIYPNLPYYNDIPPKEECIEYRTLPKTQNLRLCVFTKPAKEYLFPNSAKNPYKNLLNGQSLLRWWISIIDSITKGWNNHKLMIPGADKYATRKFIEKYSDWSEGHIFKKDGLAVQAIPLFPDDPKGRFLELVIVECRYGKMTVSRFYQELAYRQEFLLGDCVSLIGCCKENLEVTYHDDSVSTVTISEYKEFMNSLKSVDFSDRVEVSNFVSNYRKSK
CDK5 inh: inhibitors of human CDK5/p35 kinase; AID 488839; 0.01% of 330,000 active; inhibition, % at 10 µM; Recombinant CDK5/p35, ADP-Glo luminescence, 60 min;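 active = highest replicate inhibition of at least 50% and at least 75% of replicates reaching 50%; inconclusive = only one of the two criteria met; inactive = both criteria failed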;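 note: plate controls were DMSO neutral control for no effect and GW8510 at 10 µM for full effect; many of its hits are not listed in these tables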
LANA DNA inh: blocks KSHV LANA C-terminal domain binding to DNA | MBP-C-LANA/FAM-LBS DNA binding, fluorescence polarization | inhibition, % at 9 µM | 0.078% of 340,000 active | AID 504423;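 active = highest replicate inhibition at or above 60% at 9 µM, even if other replicates fall short; inactive = all replicates below 60% inhibition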;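 note: 0% = neutral control wells and 100% = 4 µM acridine orange control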
Mot1-301 SUMO: SUMOylation pathway inhibition by Mot1-301 growth rescue | growth rescue, % at 18.8 µM | 1% of 320,000 active | AID 2716 | S. cerevisiae Mot1-301 growth rescue, ATP luminescence, 38.5C; percent above DMSO median, 100 means doubled;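 active = every valid replicate shows activation above 250% relative to neutral control wells; inactive = the rest, any valid replicate at or below 250%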;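 note: OY570 slx delta 5 strain wells were the positive control but not used for scaling; some compounds called inactive have numbers as strong as hits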
Keap1-Nrf2 PPI: Keap1-Nrf2 (human) interaction inhibition | inhibition, % at 9.4 µM | Q14145 | Keap1 Kelch-Nrf2 peptide fluorescence polarization, 1536-well | 0.15% of 340,000 active; in the data active = inhibition above about 12%; inconclusive = no clear call, values can overlap the other calls; inactive = below about 7.3%;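 note: human Keap1 Kelch domain with fluorescein labeled Nrf2 9mer peptide probe; 0% = neutral control wells and 100% = peptide positive control; higher means more block of Keap1 binding to Nrf2 peptide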
Target sequence (Q14145 whole entry, looked up, the tested form may be a part): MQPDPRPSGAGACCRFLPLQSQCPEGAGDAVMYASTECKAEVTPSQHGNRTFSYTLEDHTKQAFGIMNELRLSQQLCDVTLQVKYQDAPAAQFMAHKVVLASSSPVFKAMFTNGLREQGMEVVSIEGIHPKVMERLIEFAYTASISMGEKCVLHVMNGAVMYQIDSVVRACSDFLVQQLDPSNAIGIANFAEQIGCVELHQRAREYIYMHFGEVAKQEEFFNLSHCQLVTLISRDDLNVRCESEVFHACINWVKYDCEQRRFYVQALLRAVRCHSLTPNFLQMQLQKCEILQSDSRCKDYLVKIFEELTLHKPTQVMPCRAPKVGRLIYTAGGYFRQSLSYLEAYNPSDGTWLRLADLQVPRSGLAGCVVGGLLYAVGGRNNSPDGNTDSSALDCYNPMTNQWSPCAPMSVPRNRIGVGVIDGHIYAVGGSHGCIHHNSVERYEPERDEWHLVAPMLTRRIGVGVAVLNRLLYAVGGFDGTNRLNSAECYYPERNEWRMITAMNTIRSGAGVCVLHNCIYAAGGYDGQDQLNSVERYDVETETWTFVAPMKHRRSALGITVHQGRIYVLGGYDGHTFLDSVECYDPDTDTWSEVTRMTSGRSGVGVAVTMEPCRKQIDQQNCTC
dFosB act: mouse delta FosB homodimer activation; purified delta FosB, TAMRA-CDK5 oligo fluorescence polarization; percent of positive-control signal above neutral wells; activation, % at 25 µM; 0.99% of 340,000 active; AID 493131;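 active = mean activation above about 17%, with every replicate also reaching it, limit read from the data, passing the limit was not always enough; inconclusive = only one of the two conditions met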;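 note: fluorescence polarization rise as delta FosB binds a TAMRA Cdk5 AP-1 oligo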
An asterisk follows results filed as active; ? = inconclusive; . = no result given. Rows were taken by chance; 3.2% or so of the library scored in one or more.

SMILES	PvdQ inh	RTF Ca sens act	PfHsp90 yeast 2	NSD2 inh	RTF Ca sens inh	Rtt109 Vps75	CDK5 inh	LANA DNA inh	Mot1-301 SUMO	Keap1-Nrf2 PPI	dFosB act
Cc1ccc(N(CC(=O)Nc2ccc(F)c(Cl)c2)S(=O)(=O)c2c(C)noc2C)cc1	-4	-1	-8	.	-3	-4	0.5	-0.5	1	2	2
Cc1ccc(NC(=O)c2cccc(OC(F)F)c2)c(OC(F)F)c1	-1	1	0	-5	-2	1	-0.7	0.4	6	-3	-5
CCOc1ccc(/C=N/OCC(=O)Nc2ccc(OCc3ccccc3)cc2)cc1OC	-19	-1	-23	1	-1	-6	-5.2	2.2	-5	-6	-8
CC(Oc1ccc2c3c(c(=O)oc2c1)CCCC3)C(=O)NCCN1CCOCC1 (configuration not stated)	3	-6	5	3	-6	0	-2.7	0.6	-2	-4	-11
CCOC(=O)c1cn(CC)c2ccc(S(=O)(=O)N3CC(C)CC(C)C3)cc2c1=O (configuration not stated)	9	-7	-27	2	-1	8	-2.0	-0.4	7	0	-7
O=C(Cn1nc(-c2ccc(Cl)cc2)ccc1=O)NCC1COCCO1 (configuration not stated)	-4	-3	-9	2	9	3	-0.8	0.3	18	-8	2
CC(=O)c1ccc(OC(=O)COc2ccccc2)cc1	-13	5	48	2	-4	-6	0.8	0.8	-15	-14	2
CCCN(CC(=O)Nc1ccc(Cl)cc1Cl)C(=O)/C=C/c1cc(OC)ccc1OC	-12	5	-7	-5	-7	0	-1.3	0.1	29	-5	-2
O=c1c2c(nc3c(-c4ccccc4)c[nH]n13)CCC2	8	1	-5	0	0	.	0.3	0.0	-28	-5	-9
COc1ccc(C(NC(=O)CC(C)C)NC(=O)CC(C)C)cc1OC	-8	1	8	0	-12	1	-0.6	0.2	30	-3	2
O=C(Nc1ccc(SC(F)F)cc1)c1ccc(F)cc1	-11	-5	20	-1	1	-8	0.0	-0.8	-5	-4	0
CC(=O)Oc1cccc(/C=C2\Sc3ccccc3C2=O)c1	14	2	7	-1	0	7	6.3	0.2	731	-4	-20
CC(C)N1C(=O)C(O)(C2COC(C)(C)CC2=O)c2ccccc21 (configuration not stated)	-7	2	1	-11	1	-6	0.5	-0.5	1	0	-1
CCOC(=O)N1CCN(C(=O)CSc2nc(CC)nc3c2c(=O)n(C)c(=O)n3C)CC1	-8	-4	-4	-1	4	-8	0.6	-6.5	-3	-2	-1
COc1ccc(CCNC(=O)CSc2ncc(C(=O)Nc3ccccc3)c(=O)n2C)cc1	-7	2	-60	-1	-3	0	-0.9	1.8	-16	0	6
CNc1ncc(C(=O)c2ccc(F)cc2)s1	-2	3	10	5	-8	1	1.4	-1.3	232	-8	7
CCN(C(=O)c1c(OC)cccc1OC)c1nnc(-c2cccnc2)s1	4	2	10	.	4	.	-1.8	9.1	60	-10	-7
Cc1ccc(/C=C/C(=O)NC(=S)Nc2ccccc2C(=O)NC2CCCCC2)cc1	-5	0	-18	0	0	6	3.1	-3.6	-9	-1	-10
O=C(CSCc1ccccc1Cl)Nc1c[nH]c(=O)[nH]c1=O	-14	-1	18	-2	5	-2	0.8	0.9	12	0	5
O=C(O)c1cccc(N/N=C(\N=Nc2ccccc2)c2ccccc2)c1	3	-5	0	.	6	11	0.8	2.1	193	-3	-3
COCCCNCCOc1ccc(C(C)(C)c2ccccc2)cc1	-9	12	1	0	-10	5	0.9	1.0	824*	0	-11
CC(NC(=O)c1ccccc1)C(=O)OCC(=O)N1c2ccccc2Sc2ccccc21 (configuration not stated)	-6	1	16	-2	-1	4	-0.4	1.2	8	0	-11
CCOc1cc(CNS(=O)(=O)c2cn(C)cn2)cc(OCC)c1OCC	-10	-4	30	-1	-3	-1	-2.7	2.3	129	-4	-2
CCOC(=O)Cc1csc(NS(=O)(=O)c2ccccc2)n1	-9	-2	9	0	-4	-2	1.4	0.5	0	0	1
CC(=O)Nc1ccc(NS(=O)(=O)c2cc(-c3n[nH]c(=O)c4ccccc34)ccc2C)cc1	-2	2	2	1	-1	1	-1.5	-0.9	-15	-5	-6
The list goes on.
SMILES	PvdQ inh	RTF Ca sens act	PfHsp90 yeast 2	NSD2 inh	RTF Ca sens inh	Rtt109 Vps75	CDK5 inh	LANA DNA inh	Mot1-301 SUMO	Keap1-Nrf2 PPI	dFosB act
COc1c2ccoc2nc2c(OC)c(O)ccc12	6	8	13	.	-13	6	-0.2	0.1	-21	-1	-5
CC(C)Cn1c(N)c(C(=O)CSc2nncs2)c(=O)n(C)c1=O	-3	-5	-5	2	7	-11	0.9	0.8	-6	-1	-5
CCN1CCN(c2ccc(S(=O)(=O)N3CCCCC3)cc2NC(=O)c2sccc2C)CC1	-8	-5	-10	9	8	0	0.1	0.4	9	0	-5
Cc1ccc(C(NC(=O)N2CCOCC2)C(Cl)(Cl)Cl)cc1F (configuration not stated)	-15	-1	15	-3	-4	.	-2.5	0.2	4	-1	-7
O=C1C(SCCO)=C(SCCO)C(=O)c2ccccc21	-8	3	-6	.	-6	-3	2.0	1.5	2	2	-1
COc1cccc(-c2nnc3n2N=C(C(C)(C)C)CS3)c1	-9	-4	.	-1	-5	-11	2.4	-0.4	9	2	-13
COC(=O)c1c(C)n(-c2ccc(C)cc2)c2ccc(O)cc12	-10	0	-3	0	10	2	-1.0	0.3	.	-2	2
O=C(O)COc1ccccc1/C=N/NC(=O)CSc1nc2ccccc2n1Cc1ccc(Cl)cc1	-4	0	2	7	8	11	-2.0	0.0	-13	0	2
CCCCn1c(=N)n(CC(O)COc2ccccc2)c2ccccc21 (configuration not stated)	-9	-4	14	-1	-1	-20	0.7	-0.5	-11	0	-5
CN(C(=O)c1ccccc1-c1ccccc1C(=O)O)c1ccccc1	-13	1	-7	-2	-3	-3	0.4	-1.4	-12	-1	1
CC(Oc1ccc(Br)cc1)C(=O)N(C)CC(=O)Nc1ccc(N2CCOCC2)cc1 (configuration not stated)	-12	0	2	4	-4	-3	2.2	0.4	-10	0	-2
CCN(CC)CCN(C(=O)c1ccc2c(c1)OCCO2)c1nc2cc(C)cc(C)c2s1	-7	-5	-27	2	3	?	-0.6	-0.9	-5	-2	30*
Cc1ccccc1C(=O)NNC(=O)CSc1nc2ccccc2c(=O)[nH]1	-1	-3	-11	0	-4	11	1.0	1.0	1	0	1
COc1ccc(CN(C(=O)c2cc(=O)c3ccccc3o2)C2CCS(=O)(=O)C2)cc1 (configuration not stated)	-12	7	6	-4	-1	0	1.6	0.0	.	0	-7
O=C(NCc1ccccn1)C(=O)NCC1OCCN1C(=O)c1ccc(Cl)cc1 (configuration not stated)	-8	1	10	3	-14	-3	-0.9	0.0	-14	-1	-9
COc1ccc(/C=N/Nc2ccccc2)cc1Cn1nc(C)c([N+](=O)[O-])c1C	-6	-1	-5	.	2	1	-0.3	0.5	71	1	-3
O=C(Nn1cnnc1)C1Cc2ccccc2CN1S(=O)(=O)c1ccc(F)cc1 (configuration not stated)	9	0	.	-2	-3	-8	2.3	-1.5	-12	-7	-6
O=C(COc1ccc2c(-c3ccccc3)cc(=O)oc2c1)NC(Cc1c[nH]c2ccccc12)C(=O)O (configuration not stated)	11	0	-23	3	0	-2	-1.5	-0.7	-4	2	-8
CCC1CCCCN1CCCNC(=O)c1c(O)nc2cc(C)ccn2c1=O (configuration not stated)	9	-8	-11	-2	4	10	1.6	-1.4	8	-4	3
NS(=O)(=O)c1ccc(CCNC(=O)c2ccc(Cl)c(S(=O)(=O)N3CCCCCC3)c2)cc1	2	-3	-12	7	6	2	1.2	-0.1	.	0	-11
COc1ccc(NC(=S)N/N=C2\CC(C)(C)Oc3ccc(O)cc32)cc1	-7	-2	-27	4	3	.	-2.9	0.4	-3	-1	-2
CC1(C)CC(=O)c2c(O)cc(OCC(=O)NCCc3ccc(S(N)(=O)=O)cc3)cc2O1	3	5	-20	.	2	3	1.8	0.9	-1	-6	-3
CCOc1ccc(NC(=O)CN(C)C(=O)C2CC(=O)N(CCc3ccc(OC)c(OC)c3)C2)cc1OCC (configuration not stated)	-4	-3	-10	-1	-3	5	0.1	-0.7	.	3	-5
COc1ccccc1-c1ccc(SCC(=O)NC2CCCCC2)nn1	-1	1	-2	-4	-1	-4	-0.9	-0.2	-4	1	-5
COc1ccc(C(=O)Nc2ccnn2C2CCN(Cc3ccncc3)CC2)cc1	-7	0	4	-1	-13	1	-0.2	3.2	31	2	-5
(further entries)
SMILES	PvdQ inh	RTF Ca sens act	PfHsp90 yeast 2	NSD2 inh	RTF Ca sens inh	Rtt109 Vps75	CDK5 inh	LANA DNA inh	Mot1-301 SUMO	Keap1-Nrf2 PPI	dFosB act
CN(CC(=O)NCc1ccc(Cl)cc1)S(=O)(=O)c1cccc2nsnc12	-2	5	.	-1	-16	-7	-0.5	-0.5	8	-1	-1
CCCCn1c(=O)n(CC(=O)Nc2c(CC)cccc2CC)c(=O)c2c1nc(CO)n2CCC	-14	2	-44	1	-5	-7	0.1	-0.7	2	-4	3
S=C(NCc1ccccn1)Nc1ccc(Cl)c(Cl)c1	-13	3	.	-10	-1	-5	-1.1	4.8	-8	-1	-4
Cn1c(=O)c2c(ncn2CC(=O)N/N=C/c2ccco2)n(C)c1=O	1	7	24	1	7	4	1.0	-0.9	-13	2	2
CNc1ccc(Br)cc(C(=O)/C=C/c2ccc(OC)cc2OC)c1=O	-6	-6	12	.	-18	3	-1.4	-0.3	-2	-3	-19
Cc1ccc(-n2c(O)c(/C=C3/C(c4ccccc4)=Nc4ccccc43)c(=O)[nH]c2=O)cc1	5	0	29	23	9	24	0.9	0.9	-18	-1	-3
Cc1cc(C)n(-c2nnc3c4ccccc4n(C)c3n2)n1	-10	0	4	0	-7	-3	0.8	-1.6	-10	-1	-14
C[C@@H]1COC(=O)[C@@H](CC(=O)OC(C)(C)C)C/C=C\C[C@@H](CC(=O)N[C@@H](CO)Cc2ccccc2)C(=O)N1	1	0	34	.	3	-1	0.9	1.0	-8	3	-1
Cc1ccc(NC(=O)C2=C(O)c3ccccc3N(C)S2(=O)=O)cc1	7	4	.	7	-8	-5	-1.8	0.6	5	0	2
COc1ccc(C(=O)C(c2ccccc2)N2CCOCC2)cc1 (configuration not stated)	-3	1	9	-4	-1	-3	1.2	2.9	109	2	0
COC(=O)c1ccc(-c2ccc(F)cc2)nc1C	-21	20	-22	-3	-20	-15	-0.4	-2.6	2	-2	-9
CCOC(=O)N1CCN(C(=S)NC(=O)c2cccc(OC)c2)CC1	16	-3	8	-1	-6	7	0.8	1.9	8	-6	-3
COCCN(C(=O)C1CCN(C(=O)c2ccccc2C)CC1)c1c(N)n(CC(C)C)c(=O)[nH]c1=O	0	1	-18	5	1	10	0.8	1.0	16	1	-2
